Wee1 degr inh: inhibitors of human Wee1 degradation; reporter increase, % at 5 µM; 220,000 compounds, 1.2% hits; HeLa Luc-Wee1K328M stability, luciferase luminescence; 100% = proteasome inhibitor MG132 effect; P30291; AID 1321;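 active = activation above the mean of all tested compounds plus 3 SD, set per screening run, cut at about 8.8% in these data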;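 also: cells exposed to compound for 20 h before luminescence read; 0% = DMSO alone and 100% = MG132 at 30 µM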
FXIIa inh: blocks human coagulation factor XIIa protease activity; inhibition, % at 5 µM; P00748; purified FXIIa, Boc-QGR-AMC fluorogenic substrate, 2 h; 220,000 compounds, 0.3% hits; in the data active = inhibition above about 40%;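 also: 0% = enzyme with no compound and 100% = blank without enzyme; many of its hits are not listed in these tables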
Target sequence (P00748 20-372 limits assumed): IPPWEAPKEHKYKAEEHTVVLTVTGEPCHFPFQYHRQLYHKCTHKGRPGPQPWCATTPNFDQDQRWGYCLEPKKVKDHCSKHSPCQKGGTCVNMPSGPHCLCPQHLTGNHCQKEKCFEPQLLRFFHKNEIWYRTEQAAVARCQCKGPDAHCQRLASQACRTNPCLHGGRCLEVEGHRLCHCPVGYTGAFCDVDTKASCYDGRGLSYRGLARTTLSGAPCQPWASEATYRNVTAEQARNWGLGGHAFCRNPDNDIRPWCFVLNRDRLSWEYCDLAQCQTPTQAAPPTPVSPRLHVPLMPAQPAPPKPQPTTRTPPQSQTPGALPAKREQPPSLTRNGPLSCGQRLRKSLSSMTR
Target sequence (P00748 373-615 limits assumed): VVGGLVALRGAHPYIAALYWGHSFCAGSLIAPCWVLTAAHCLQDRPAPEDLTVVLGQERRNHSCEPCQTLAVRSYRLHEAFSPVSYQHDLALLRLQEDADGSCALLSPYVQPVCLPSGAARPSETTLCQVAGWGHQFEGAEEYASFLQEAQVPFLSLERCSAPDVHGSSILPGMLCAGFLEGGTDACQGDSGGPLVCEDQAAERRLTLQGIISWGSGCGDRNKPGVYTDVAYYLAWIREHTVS
Tb hexokinase: T. brucei hexokinase 1 inhibition; AID 1430; 220,000 compounds, 0.11% hits; recombinant TbHK1, G6PDH-coupled NADH A340; inhibition, % at 10 µM;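 active = inhibition of 50% or more in the single-dose primary screen; inactive = inhibition below 50%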
PPC-1+TRAIL kill: PPC-1 cancer cell killing with TRAIL present; PPC-1 cells + TRAIL, ATPLite viability luminescence; cell killing (% activity), % at 4 µM; 220,000 compounds, 0.41% hits;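 active = cell killing above 50% in the first pass at 4 µM, then a duplicate retest at 5 µM averaging 50% or more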;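 also: plate controls were cells with TRAIL plus DMSO for no effect and medium-only wells lacking cells for full effect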
PGE2 EP2 inh: inhibitors of human EP2 prostaglandin E2 receptor. P43116. C6 glioma cells expressing human EP2, cAMP TR-FRET; cells stimulated with saturating PGE2. inhibition, % at 25 µM. 260,000 compounds, 0.52% hits;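 active = percent inhibition above 40 after rounding to a whole number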;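 also: rat C6 glioma host cells with rolipram phosphodiesterase inhibitor present; the protocol text gives 20 µM as final concentration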
Target sequence (P43116 whole entry, looked up): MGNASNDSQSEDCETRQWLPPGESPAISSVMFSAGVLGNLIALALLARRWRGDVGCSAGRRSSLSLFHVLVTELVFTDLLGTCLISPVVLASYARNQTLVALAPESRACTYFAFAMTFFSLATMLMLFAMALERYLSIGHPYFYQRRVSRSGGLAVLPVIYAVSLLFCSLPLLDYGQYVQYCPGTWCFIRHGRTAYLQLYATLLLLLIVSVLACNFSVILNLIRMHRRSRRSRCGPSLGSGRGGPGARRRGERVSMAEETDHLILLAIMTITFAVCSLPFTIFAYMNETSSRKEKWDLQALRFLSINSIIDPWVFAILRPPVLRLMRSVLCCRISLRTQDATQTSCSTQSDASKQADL
CHOP inh: CHOP inhibition in unfolded protein response; CHO-K1 CHOP-promoter luciferase, tunicamycin-induced, 15-18 h; inhibition, % at 10 µM; 220,000 compounds, 3.8% hits;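 active = compounds that reduced the stress-induced luciferase reporter signal by more than about 70% of percent inhibition, limit read from the data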;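 also: 0% = tunicamycin plus vehicle and 100% = wells without tunicamycin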
TNF necrop inh: inhibitors of TNF-alpha induced necroptosis in Jurkat FADD-/- cells | Jurkat FADD-/- TNF necroptosis rescue, ATP luminescence, 24 h; 0 = TNF only, 100 = no-TNF cells | AID 463075 | 220,000 compounds, 0.068% hits | activation (protection from cell death), % at 10 µM;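 active = activation, meaning protection from cell death, of at least 50% relative to plate controls; inactive = activation below 50%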;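 also: necroptosis triggered by 40 ng/mL TNF-alpha added together with compound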
L929 necroptosis: L929 zVAD cell death inhibition. L929 zVAD necroptosis rescue, ATP luminescence, 24 h; with zVAD 60 µM. viability rescue, % at 10 µM. 220,000 compounds, 0.38% hits;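 active = activation, scaled between plate controls, above about 75%, limit read from the data; inactive = activation under that limit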;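 also: 0% = zVAD with DMSO and 100% = DMSO alone without zVAD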
FXIa inh 1536: inhibitors of human coagulation factor XIa; P03951; purified FXIa, Boc-Glu-Ala-Arg-AMC fluorogenic substrate; inhibition, % at 5 µM; 220,000 compounds, 0.14% hits;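 active = inhibition of at least 40%; inactive = inhibition below 40%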;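 also: fluorescence of freed AMC excited at 355 nm; 0% = enzyme without compound and 100% = no enzyme blank; many of its hits are not listed in these tables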
Numbers without * were called inactive; x = no result given; & = joins results of further samples; [ ] = another dose, or the depositor's remark. A portion of the library, so the mix of outcomes need not match the whole.

SMILES	Wee1 degr inh	FXIIa inh	Tb hexokinase	PPC-1+TRAIL kill	PGE2 EP2 inh	CHOP inh	TNF necrop inh	L929 necroptosis	FXIa inh 1536
CN(C)c1nc(Oc2ccc(N)cc2)nc(N(C)C)n1	-0.9	8.9	4.8	20.6	2.9	-8.2	-1.1	2.2	20.3
COc1ccc(C(CC(=O)N2CCOCC2)c2c(OC)cc(OC)c3c(-c4ccccc4)cc(=O)oc23)cc1 (stereo unspecified)	x	5.0	-18.2	7.4	2.9	1.8	-0.6	-0.2	-2.8
COc1ccc(C(C)=O)cc1CSc1nc2ccccc2c(=O)n1-c1cccc(C)c1	3.7	8.9	-14.0	32.6	9.1	12.1	0.3	-0.4	8.6
Cc1cc(SCC(=O)N(C)CC(=O)Nc2ccc(F)cc2)nc2ccccc12	-1.1	13.6	-6.1	4.3	4.9	54.0	1.9	1.4	1.4
O=C(O)c1cc(N/N=C/c2ccc3c(c2)OCO3)ccc1Cl	6.1	x	-7.0	17.1	9.6	1.5	1.0	3.3	-1.4
O=C1CN(C(=O)COc2cccc(F)c2)c2ccccc2N1	-2.9	2.4	2.3	13.8	3.7	21.4	0.9	0.7	4.8
CCOC(=O)C1CCCN(C(=O)c2cc3ncc(Br)cn3n2)C1 (stereo unspecified)	-2.8	28.1	1.4	-1.3	7.3	-2.1	-0.3	0.0	12.7
NC(=O)C1CCN(c2ccc(S(=O)(=O)N3CCCCC3)cn2)CC1	1.1	x	-2.1	-10.2	6.3	20.4	1.1	0.6	-8.5
Cc1cccc(Nc2c(-c3ccc(N4CCOCC4)cc3)nc3ncccn23)c1	-0.6	1.2	-9.1	16.3	8.7	-10.2	-8.6	x	-3.3
CN(C)S(=O)(=O)c1cccc(NC(=O)COC(=O)COc2ccccc2[N+](=O)[O-])c1	-0.1	x	2.1	3.4	9.5	10.4	0.0	2.7	-3.5
C/C(=N\NC(=O)C(=O)Nc1ccc(C)cc1)c1ccncc1	0.1	15.1	-1.2	10.1	8.1	35.8	-1.0	0.1	8.8
CC(C)(C)C(=O)N1CCC[C@H]1C(O)(c1ccccc1)c1ccccc1	-2.6	2.6	4.2	21.9	16.4	13.4	0.8	-0.2	-5.1
COc1ccc(C2C(C(=O)Nc3ccc4c(c3)OCCO4)c3ccccc3C(=O)N2C)cc1 (stereo unspecified)	-3.1	26.2	0.8	34.7	6.5	-13.5	-0.8	0.5	16.3
CN(CC(=O)NCc1ccccn1)S(=O)(=O)c1ccc(Cl)cc1	-0.1	7.8	2.5	-17.0	9.5	-4.7	-0.4	-0.7	-0.4
CC(=O)Nc1ccc(S(=O)(=O)N[C@@H](C)C(=O)OCc2ccc(Cl)cc2)cc1	0.6	4.6	-3.5	-3.6	1.3	54.2	2.1	0.5	1.6
CC(NC(=O)Cc1ccccc1F)c1ccc(F)cc1 (stereo unspecified)	1.6	-5.5	-4.4	16.4	2.4	0.7	15.4	26.1	-3.5
COc1cccc(CNc2cccc3cccnc23)c1O	0.4	20.3	-4.7	-1.9[5 µM]	7.0	28.8	-5.2	-0.3	11.7
Cc1cc(CNC(=O)c2cc(COc3c(F)cccc3F)on2)nn1C	-0.3	6.6	-7.1	11.6	1.2	30.2	0.6	-1.0	0.2
COc1ccccc1NC(=O)c1cc(S(=O)(=O)NCc2ccccc2)ccc1F	9.2*	4.9	-3.5	16.0	10.2	61.0	1.5	3.5	-0.8
CC(/C=C1\SC(=S)N(NC(=O)c2ccccc2C)C1=O)=C\c1ccccc1	1.7	4.8	-15.2	-4.1	4.3	37.0	0.9	1.1	7.3
CCOC(=O)n1c(=O)n(C)c2ccc(Cl)cc21	-3.4	3.8	2.1	26.6	0.5	0.6	-1.2	0.9	-2.8
COC(=O)c1sccc1N(C)S(C)(=O)=O	-0.3	11.2	27.2	36.5	9.9	-6.8	0.1	0.0	1.8
CN(C(=O)CSc1nnnn1-c1ccc(O)cc1)C1CCS(=O)(=O)C1 (stereo unspecified)	-3.2	4.2	6.8	14.0	8.2	5.3	0.7	-0.3	-1.6
CC1(C)Cc2c(sc3nc4n(c(=N)c23)CCC4)CO1	-0.4	14.5	-4.3	19.2	10.0	-9.1	-0.4	-0.1	7.2
COc1ccc([N+](=O)[O-])cc1NCc1ccccc1	-0.7	9.7	-7.8	-2.3	15.4	-13.0	-6.4	0.2	-6.6

The list goes on.
SMILES	Wee1 degr inh	FXIIa inh	Tb hexokinase	PPC-1+TRAIL kill	PGE2 EP2 inh	CHOP inh	TNF necrop inh	L929 necroptosis	FXIa inh 1536
COc1ccc(OC)c(NC(=O)c2ccc(S(=O)(=O)N3CCN(C)CC3)cc2)c1	-1.2	-5.2	-2.3	22.8	10.5&8.2	17.5	-2.2	0.4	-12.8
N/C(=N\OC(=O)c1ccc(Cl)c(Cl)c1)c1ccccn1	-0.3	17.6	-6.1	7.0[5 µM]	8.9	13.1	-4.6	-0.2	-1.6
Cn1c(CCN2CCCCC2)nc2cc(NC(=O)C3CCCCC3)ccc21	-4.4	-2.7	8.5	12.5	6.4	11.7	1.7	0.1	-6.3
CCC(CC)C1C(C#N)=C(N)Oc2n[nH]c(-c3ccccc3)c21 (stereo unspecified)	0.5	15.9	-6.0	-1.9	10.1	52.6	-9.5	-0.9	-2.4
COc1ccc(CNc2nc3c(c(=O)n(Cc4ccc(Br)cc4)c(=O)n3C)n2C)cc1	0.4	1.6	-3.1	35.2	0.4	72.9*	-11.9	1.1	-3.0
O=C(C[n+]1cc(Br)cc(Br)c1)c1cccc([N+](=O)[O-])c1	2.3	x	-4.8	5.4	6.2	3.9	-1.0	1.4	-2.9
[O-]C1=N/[N+](=C/c2ccccc2Cl)CC1	0.7	8.6	-24.0	7.2	8.0	24.8	-0.5	-0.2	-5.4
N#Cc1ccc(/C=C/C(=O)c2ccco2)cc1	0.3	5.2	-51.8	18.1	8.5	-11.7	0.7	0.3	5.4
O=C(Nc1ccccc1)/C(=C/c1ccccc1)c1ccccc1	-0.8	24.4	3.1	x	10.9	29.0	-6.1	0.3	10.4
Nn1c(SCC(=O)N2CCCc3ccccc32)nnc1-c1ccc(Cl)cc1	-0.9	20.4	-0.5	6.9	26.2	23.0	-2.4	0.6	4.9
Cc1scc(C(=O)Nn2cnnc2)c1-c1ccccc1	-1.9	18.5	3.8	-1.2	3.4	17.9	-1.9	0.1	3.7
Cc1ccc(NC(=S)NCCCN2CCOCC2)cc1	-0.5	-5.4	25.7	-5.1	5.7	30.3	0.3	-0.1	-5.9
Cc1ccc(S(=O)(=O)Nc2ccccc2CNc2cccc(C)n2)cc1	-1.4	3.1	4.3	6.1	5.4	33.1	4.3	1.1	-1.1
O=S(=O)(NCc1cccnc1)c1cc(Cl)ccc1Cl	2.2	-3.5	-17.0	3.3	5.1	-21.6	-0.6	0.0	-3.1
CCOC(=O)CN=C1CC(C)(C)CC2=C1Sc1ncnc(N(C)C)c1N2	0.1	19.3	-16.1	-12.5	8.0	-7.0	-6.1	0.6	5.1
Cc1cc(C)n2nc(C(=O)NC(C)(C)C)nc2n1	-0.4	1.3	17.9	11.0	1.9	14.2	-2.1	-0.6	-5.6
COc1ccc(C2c3cc(OC)c(OC)cc3CCN2C2CC(=O)N(c3ccccc3)C2=O)cc1OC (stereo unspecified)	1.0	9.3	-11.5	-3.2	4.3	-38.5	-0.1	-0.6	1.6
Cc1ccc2c(Cl)cc(Cl)c(OCC(=O)O)c2n1	0.4	10.1	-1.1	14.8	6.0	5.5	1.5	1.3	25.9
N#Cc1nccnc1S(=O)(=O)c1cccs1	-0.9	1.9	-9.1	-8.4	30.4	107.1*	-31.4	7.6	-2.3
CC(NC(=O)COc1ccc([N+](=O)[O-])cc1)c1ccccc1 (stereo unspecified)	-1.2	8.7	-8.3	3.8	2.7	3.3	0.4	-0.6	0.8
CC1(C)CC(O)C(C)(C)N1O (stereo unspecified)	-0.8	15.1	3.3	18.4	11.7	22.6	-0.7	0.6	-14.9
Cc1cc(=O)[nH]c(SCC(=O)c2c(N)n(C)c(=O)n(C)c2=O)n1	2.4	8.3	-3.8	-2.5	15.3	20.7	-1.6	-0.6	-1.0
Cc1ccc(-n2c(=O)cc(N3CCCCCC3)[nH]c2=O)cc1	5.9	-4.4	1.2	-13.7	7.4	-3.6	1.6	1.2	-10.9
NC12CC3CC(CC(C3)C1)C2	-2.1	9.4	0.1	14.9	8.3&6.2&12.5	23.8&10.5	3.9	7.1	-0.3
Cc1ccc(S(=O)(=O)Nc2nc(N)n(-c3ccccc3)n2)cc1	-2.9	4.0	4.4	16.4	7.0	-8.3	0.6	0.8	-9.4

Remaining list, next part.
SMILES	Wee1 degr inh	FXIIa inh	Tb hexokinase	PPC-1+TRAIL kill	PGE2 EP2 inh	CHOP inh	TNF necrop inh	L929 necroptosis	FXIa inh 1536
O=C(Cc1cccs1)Nc1cccc(-c2ccc3nncn3n2)c1	1.1	10.8	-6.7	-0.8	14.1	0.6	0.1	35.1	1.6
CC(C)S(=O)(=O)c1csc(C(=O)NN)c1Cl	-0.4	3.1	-9.1	14.1	1.9	4.0	-0.2	-0.9	-7.3
NS(=O)(=O)c1ccc(CCNC(=O)CN2CCC(Cc3ccccc3)CC2)cc1	-1.6	1.1	-1.5	29.9	2.7	8.4	-5.2	-0.8	-3.2
Cc1cc(C)c2c(c1)/C(=C/C(=O)c1ccc(Br)s1)C(=O)N2	1.1	-0.6	-7.3	19.7	13.5	109.8*	-11.4	-0.1	-6.9
O=Cc1cn[nH]c1-c1ccccc1	-3.2	9.2	1.8	2.3	5.3	-4.0	-0.2	6.7	-2.6
COCCCN=CC1=C(O)CC(C)(C)CC1=O	0.4	7.7	19.0	-2.4	9.2	14.9	-0.1	0.0	5.6
CCOC(=O)c1ccc(-n2c(=O)[nH]c3ccccc3c2=O)cc1	1.2	1.6	-5.0	13.8	18.1	32.5	0.3	-0.8	-6.0
CCN(CC)c1ccc(/C=N/NC(=O)c2ccc3nc[nH]c3c2)cc1	0.0	0.3	-49.5	2.4	7.1	10.8	3.0	7.5	2.6
O=C(Nc1ccc(F)cc1)C1CCN(C(=O)c2ccc([N+](=O)[O-])cc2)CC1	1.6	2.6	0.6	-1.0	-1.1	9.7	3.3	0.9	-0.6
O=C(Cc1ccccc1)NNC(=S)NC(=O)c1cccs1	-3.1	2.3	-6.1	-0.2	4.6	26.9	2.6	0.2	1.5
O=C1CCCN1c1ccc(S(=O)(=O)N2CCC(c3ccccc3)CC2)cc1	-1.3	-1.0	-9.8	15.2	9.0	13.1	-4.1	0.6	-3.1
O=[N+]([O-])c1ccc([N+](=O)[O-])c(Nc2ccc(N3CCOCC3)cc2)c1	2.0	9.6	-6.3	20.2	5.9	21.0	0.3	2.5	-1.3
O=[N+]([O-])c1ccc2nc(CCCO)[nH]c2c1	-1.0	4.5	-13.2	7.5	0.8	-11.2	1.6	-0.2	2.2
COCCNC(=O)C(=O)Nc1cccc(Br)c1	0.2	15.9	0.7	18.2	15.0	-1.8	-0.3	-0.5	3.5
COc1ccc(/C=C/C(=O)Nc2ccccc2C(=O)O)cc1	-0.6	4.2	-28.5	82.7*[5 µM]	6.7	-21.7	-0.4	0.0	2.6
CCOc1ccc(Cl)cc1S(=O)(=O)n1cnc2cc(C)c(C)cc21	-0.3	7.7	-4.1	17.7	5.2	31.4	0.8	-0.7	2.2
C/C(Cc1nnn(-c2cc(C)on2)n1)=N\O	-0.9	4.5	31.5	7.9	2.4	-0.3	0.3	0.7	3.0
C=CCc1cccc2cc(C(=O)NNC(=O)CC#N)c(=O)oc12	7.6	9.8	-12.5	10.2	3.7	5.0	1.2	-0.2	5.1

Compound activity deposited in PubChem BioAssay by several laboratories.
